BAZ2B block – inhibitors of human BAZ2B bromodomain; Q9UIF8; AlphaScreen BAZ2B-H3K14Ac peptide displacement; Potency, µM (doses to about 114 µM), for inactives: at the highest dose activity change, negative = inhibition, most hits filed as inhibitors; actives 4.4% (n = 360,000); AID 504333; further: on the % scale 0 is the no-effect control and ±100 the full control effect; nearly all actives have a fitted effect of over 60% in size
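AlphaScreen displacement of biotin-H3(5-23)K14Ac peptide (50 nM final) from BAZ2B (50 nM final) in PBS pH 7.4, 0.01% Tween-20; complex preformed 30 min RT, then compounds (top 110 uM) 30 min RT, beads 20 min dark.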
JMJD2A Tudor inh – JMJD2A Tudor domain (human) inhibition; AlphaScreen JMJD2A-Tudor / H3K4me3 peptide binding; actives 4.4% (n = 390,000); Potency, µM (doses to about 114 µM), for inactives: at the top dose activity change, negative = inhibition, usual class: inhibitors; further: on the % scale 0 is the no-effect control and ±100 the full control effect; nearly all actives have a fitted effect of over 50% in size
Tb PGK inh – blocks T. brucei phosphoglycerate kinase | Potency, µM (series often up to 57.5 µM), without a hit: at the highest dose activity change, negative = inhibition, actives largely listed as inhibitors | PGK/GAPDH coupled, Kinase-Glo luminescence, 60 min | actives 0.043% (n = 380,000) | AID 602233; further: on the % scale 0 is the no-effect control and ±100 the full control effect; nearly all actives have a fitted effect of over 60% in size
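Recombinant glycosomal PGK reaction used 1,3-bisphosphoglycerate generated in-well by GAPDH (100nM final) in 100mM TEA pH 7.6, 5mM MgCl2, 0.01% Tween-20. After 60 minutes at room temperature, ATP was read by Kinase-Glo Plus luminescence end-point.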
BLM helicase inh – inhibitors of human Bloom syndrome helicase BLM. recombinant BLM DNA unwinding, fluorescence dequenching. Potency, µM (top dose mostly 56.1 µM), for inactives: at the top dose activity change, negative = inhibition, actives largely listed as inhibitors. actives 0.2% (n = 350,000);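 further: plate controls were vehicle for no effect and no enzyme for full effect; nearly all actives have a fitted effect of over 35% in size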
HP1b chromo inh – HP1-beta chromodomain-methylated histone interaction inhibition; P83916; AlphaScreen HP1-beta / biotin-H3K9me3 peptide binding; Potency, µM (highest dose often 114 µM), without a hit: at the top dose activity change, negative = inhibition, usual class: inhibitors; actives 0.56% (n = 390,000); further: nearly all actives have a fitted effect of over 70% in size; inactives centre near 23
Target sequence (P83916 whole entry, looked up): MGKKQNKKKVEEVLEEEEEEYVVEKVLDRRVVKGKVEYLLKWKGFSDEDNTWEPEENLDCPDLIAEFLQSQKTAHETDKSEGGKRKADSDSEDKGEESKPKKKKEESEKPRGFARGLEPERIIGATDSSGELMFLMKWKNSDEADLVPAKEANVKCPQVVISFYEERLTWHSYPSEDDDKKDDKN
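AlphaScreen: HP1-beta (50 nM) preformed 30 min with biotin-H3(1-18)K9me3 peptide (50 nM) in PBS pH 7.4, 0.01% Tween-20. Compound added for 30 min at RT, then streptavidin donor/nickel chelate acceptor beads (10 ug/mL) for 30 min.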
G9a inh – G9a (human) methyltransferase inhibition; actives 8.8% (n = 350,000); Potency, µM (series often up to 102 µM), for inactives: top-dose activity, negative = inhibition, usual class: inhibitors; Q96KQ7; G9a H3K9 monomethylation, AlphaScreen, 2 h; further: on the % scale 0 is the no-effect control and ±100 the full control effect; nearly all actives have a fitted effect of over 75% in size
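AlphaScreen detection with an anti-monomethyl H3K9 antibody quantified product after a 2 h room-temperature reaction containing 500 nM biotinylated H3K9 peptide, 20 µM SAM and 20 nM enzyme, which had been preincubated 15 min with compound.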
GLS inhibitor – inhibitors of human glutaminase (GLS); Potency, µM (series often up to 45.5 µM), without a hit: at the highest dose activity change, negative = inhibition, usual class: inhibitors; AID 624170; O94925; GLS enzymatic activity, qHTS titration; actives 0.21% (n = 410,000); further: on the % scale 0 is the no-effect control and ±100 the full control effect
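Compounds were pin-transferred onto hKGA, after which L-glutamine (1 mM solution) and a detection mix of glutamate oxidase, HRP and Amplex Red were added. Initial and 30 min RT fluorescence reads were collected.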
Pin1 inhibitor – blocks the human prolyl isomerase Pin1; Q13526; Pin1 FP peptide displacement, HiFluor488, 10 min; Potency, µM (doses to about 115 µM), inactives show at the top dose activity, negative = inhibition, hits mostly inhibitors; actives 0.009% (n = 390,000); AID 504891; active means well fitted inhibition curve with a large enough effect in the polarisation, with a control signal flat, not every such curve was filed as active; inconclusive means small, poorly fitted or top-dose-only effect, or effect the other way, or a change in a side signal; inactive means no such curve, though single readings can be large or run the other way; the % refers to the polarisation; further: on the % scale 0 is the no-effect control and ±100 the full control effect
Target sequence (Q13526 whole entry, looked up): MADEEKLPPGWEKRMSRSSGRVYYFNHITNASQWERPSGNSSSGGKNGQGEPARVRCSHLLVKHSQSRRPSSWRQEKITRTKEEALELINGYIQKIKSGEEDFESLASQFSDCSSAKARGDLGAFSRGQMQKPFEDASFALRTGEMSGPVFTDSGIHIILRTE
Pol iota inh – blocks human DNA polymerase iota activity | Q9UNA4 | Pol iota fluorescent replication assay, 10 min | Potency, µM (titrated, usually from 115 µM), inactives show at the highest dose activity, negative = inhibition, usual class: inhibitors | actives 1% (n = 390,000)
Target sequence (Q9UNA4 whole entry, looked up): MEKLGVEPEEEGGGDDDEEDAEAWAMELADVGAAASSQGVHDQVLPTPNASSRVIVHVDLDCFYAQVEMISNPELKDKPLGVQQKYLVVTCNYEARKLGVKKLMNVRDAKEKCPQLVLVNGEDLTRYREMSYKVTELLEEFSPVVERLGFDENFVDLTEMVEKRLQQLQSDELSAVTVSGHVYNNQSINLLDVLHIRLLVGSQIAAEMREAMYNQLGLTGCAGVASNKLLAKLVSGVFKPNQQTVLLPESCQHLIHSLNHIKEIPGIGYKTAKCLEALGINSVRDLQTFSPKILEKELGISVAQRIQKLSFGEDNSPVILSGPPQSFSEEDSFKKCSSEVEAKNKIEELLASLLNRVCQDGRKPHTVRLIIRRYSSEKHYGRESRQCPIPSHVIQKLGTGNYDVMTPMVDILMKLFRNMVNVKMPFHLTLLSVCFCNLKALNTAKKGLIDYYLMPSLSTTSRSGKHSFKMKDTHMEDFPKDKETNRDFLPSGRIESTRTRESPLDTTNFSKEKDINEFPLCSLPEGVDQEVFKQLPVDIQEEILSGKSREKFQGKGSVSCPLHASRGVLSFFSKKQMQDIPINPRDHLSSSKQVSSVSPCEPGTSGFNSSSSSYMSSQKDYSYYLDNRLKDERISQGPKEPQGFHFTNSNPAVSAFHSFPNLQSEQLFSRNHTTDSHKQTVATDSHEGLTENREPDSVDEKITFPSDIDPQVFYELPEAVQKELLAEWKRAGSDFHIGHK
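Fluorescent replication assay read twice, at 0 min and 10 min after adding 50 nM (final) substrate. Enzyme (10 nM) and compounds were first incubated 15 min at room temperature; enzyme-free buffer wells were negative controls.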
Active calls of the source: *; i = inactive; u = inconclusive; x = not tested or not shown; & = joins results of further samples; [ ] = remark or other dose. Unless noted, the call rests on the fitted dose curve; in most records, active means well fitted curve in the direction sought with a large enough effect; inconclusive means small, poorly fitted or top-dose-only effect, or another doubt; inactive means no such curve, though single readings can be large; an effect the other way counts as inactive or inconclusive. Potency means the concentration at half of the fitted maximal effect. Not all compounds are listed; count on the stated rates, not on these rows.

SMILES | BAZ2B block | JMJD2A Tudor inh | Tb PGK inh | BLM helicase inh | HP1b chromo inh | G9a inh | GLS inhibitor | Pin1 inhibitor | Pol iota inh
CC1CCN(c2c(NCc3ccc(C(=O)N4c5ccccc5CC4C)cc3)c(=O)c2=O)CC1 (configuration not stated) | 4% | -30% | 3% | -1% | 44%[activator] | -3%[59 µM] | 17% | 1% | 6%
O=c1c2ccccc2[nH]c(=S)n1Cc1ccccc1Cl | 0% | -4% | -4% | -4% | 48%[activator] | -2% | -3% | -6% | 3%
N#CCCn1c(=O)n(CCC#N)c2ccccc21 | -3% | 10% | -3% | 1% | 30% | 7% | -6% | 3% | 18%
CC1Cc2nc(SCC(=O)Nc3ccc(F)cc3F)n(C)c(=O)c2S1 (configuration not stated) | -2% | -5% | -3%[11.5 µM] | 1% | 27% | -8% | -10% | 1% | 9%
COc1ccc(-n2cc(CNC3CCOCC3)c(-c3cccc(F)c3)n2)cc1 | 1% | -13% | -5% | -9% | 16% | x | 6% | 0% | 50%[activator]
CCOc1cc(CNC(=O)Cn2c(=O)c3cccn3c3ccc(F)cc32)cc(OCC)c1OCC | 3% | -11% | 1% | -1% | 9% | -2%[59 µM] | -11% | -9% | 5%
CCCOC(=O)c1ccc(NC(=O)Cn2nnc3sc4c(c3c2=O)CCC(C(C)(C)C)C4)cc1 (configuration not stated) | -13% | -22% | x | -5% | 20% | -33%[59 µM] | 3% | 28% | 12%
COc1ccc(C2/C(=C(/O)c3ccc(C)cc3)C(=O)C(=O)N2c2ccccn2)cc1 (configuration not stated) | -13% | -22% | 5% | 0% | 3% | 45µM* | -2% | u | 107%[activator]
CCCC(=O)N(Cc1cc2cc(C)ccc2[nH]c1=O)c1ccccc1OC | -1% | -13% | -3% | -3% | 1% | 3%[12.7 µM] | 5% | -3% | -7%
CC(C)(C)C1CCC(OCC(O)CN2CCN(Cc3ccccc3)CC2)CC1 (configuration not stated) | u | -19% | i | 5% | 15% | 10%[59 µM] | -4% | -3% | 3%
COCCn1cnc2c1c(=O)n(CC(=O)OCC(=O)NCC(F)(F)F)c(=O)n2Cc1ccccc1 | -1% | -8% | 3% | 3% | 6% | 7% | 3% | 7% | 11%
CCOc1ccc([C@@H]2CC=C(C(=O)O)[C@H](c3cccc(Cl)c3)N2S(=O)(=O)c2ccc(C)cc2)cc1 | -4% | -11% | -8% | x | 27% | -9%[2.33 µM] | 13% | u | 5%
CN(C)c1cc(N)c2ccccc2n1 (tested in a mixture with another compound) | 1% | 2.8µM* | -6% | 51%[activator] | -10% | u | 2% | -2% | 22%
COCCN(C(=O)COC(=O)c1ccc(C=O)cc1)c1c(N)n(Cc2ccccc2)c(=O)[nH]c1=O | -11% | -1% | 1% | -2% | 25% | 19% | -2% | 1% | 6%
CC(CNC(=O)CN1C(=O)c2cccnc2Oc2ccc(Cl)cc21)c1ccccc1 (configuration not stated) | u | -14%&1% | -7%&1% | -5%&0% | 68%&32%[activator] | -15% | -13%&2% | -1%&-8% | u
NC(=O)C1(N2CCCCC2)CCN(C2CC(=O)N(CCc3ccccc3)C2=O)CC1 (configuration not stated) | 2% | 1% | -1% | -6% | 14% | -1%[59 µM] | 3% | -2% | 2%
CCC1=NN(C(=O)C(=O)Nc2ccc(OC)cc2)C(O)(C(F)(F)F)C1 (configuration not stated) | -27% | -9% | x | 1% | 17% | u | -1% | 4% | -16%
COc1ccc(-n2nc(C(=O)O)cc2-c2ccccc2)cc1 | -6% | -12% | -8% | 2% | 29% | -7% | 9% | -22% | -7%
CCOC(=O)c1c(S(=O)(=O)N2CCC(C(=O)NCc3ccc(F)cc3)CC2)c(C)n(C)c1C | -15% | -22% | i | 0% | 17% | 2%[59 µM] | -4% | -2% | 46%[activator]
O=c1oc2ccccc2cc1-c1cn2cccnc2n1 | 4% | 20% | -8% | 5% | 34%[activator] | -21%[12.7 µM] | x | 1% | 18%
CCCCNC(=O)CCn1c(=O)c2ccccc2n(CC(=O)Nc2ccccc2OCC)c1=O | 6% | 20% | -7% | -2% | 29% | 7%[12.7 µM] | -12% | 0% | 1%
O=C(Nc1ccc(C(F)(F)F)cc1)C1=NN(C2CCS(=O)(=O)C2)C(=O)CC1 (configuration not stated) | -5% | -18% | -2% | x | 6% | -2%[59 µM] | -2% | -3% | -13%
Cc1nnc(SCCn2c(N3CCCCCC3)nc3c2c(=O)[nH]c(=O)n3C)s1 | 13% | -11% | i | 2% | 27% | 8% | 7% | -1% | -5%
COc1ccc(OC)c(S(=O)(=O)N2CCN(C)CC2)c1 | 5% | -7% | -8% | -1% | 24% | 5% | -11% | 3% | 2%
O=C(OCC(=O)N1CCCCC1)c1cccc(NS(=O)(=O)c2ccccc2)c1 | -37% | -13% | 11% | x | 11% | -40% | 6% | 4% | 23%
O=C(Nc1ccc2c(c1)C(=O)OC2)Nc1cccc2ccccc12 | -13% | -17%[11.4 µM] | -4% | 0% | 40%[activator] | 33% | 0% | 11% | 17%
Cc1nn(-c2ccccc2)c(Cl)c1C(=O)N(C)CC(=O)Nc1cccc(F)c1 | -4% | 2% | -10% | x | 37% | -32% | -4% | -7% | 42%[activator]
COCCNC(=O)c1cn(CCOC)c(=O)c2c1c1ccccc1n2C | 3% | -6% | -2% | 1% | 39%[activator] | 16% | -13% | -1% | 4%
CCn1c(CNc2ccc(Cl)cc2)nnc1SCC(=O)OC1CCCCC1 | -26% | -11% | i | -3% | 2% | -14%[59 µM] | 15% | u | -2%
CCOC(=O)C1(CCOc2ccccc2)CCN(Cc2ccc(C(=O)OC)cc2)CC1 | -1% | 2% | i | -7% | 46%[activator] | 55%[activator] | -1% | 2% | 21%
Cc1nc(Sc2ccccc2)c(C#N)c(C)c1[N+](=O)[O-] | u | -21% | 2% | -5% | -16% | x | -5% | -2% | 36%[activator]
CC(=O)Nc1cccc(NC(=O)CSc2cn(CC(=O)N3CCCCCC3)c3ccccc23)c1 | -9% | -14% | 11% | -2% | 27% | -34%[59 µM] | 8% | 2% | 14%
CN(C)S(=O)(=O)c1cc(NC(=O)CN2C(=O)NC3(CCCc4ccccc43)C2=O)ccc1Cl (configuration not stated) | 1% | -19% | 1% | -5% | 19% | -8%[59 µM] | 3% | 3% | -2%
Cc1ccc(Cl)cc1N1CCN(C(=O)C2CCN(S(=O)(=O)c3c(C)noc3/C=C/c3ccccc3F)CC2)CC1 | 0% | -7% | i | -4% | 24%[57 µM] | 10%[59 µM] | 6% | 10% | 17%
O=C(CSc1ncccn1)NCCC1=CCCCC1 | 5% | -6% | 9% | x | 23% | -12% | 1% | 1% | 24%
COc1ccc(C)cc1NC(=O)C(CCS(C)(=O)=O)NC(C)=O (configuration not stated) | 3% | -7% | -10% | -2% | 44%[activator] | u | 0% | -5% | 40%[activator]
CC1CCc2nn(CC(=O)NCCCN3CCCCC3)cc2C1 (configuration not stated) | -19% | -15% | -6% | -1% | 49%[activator] | -31% | 0% | -4% | 25%
Cc1ccc(OCC(=O)NCC(=O)OCc2cc(=O)n3nc(CC(C)C)sc3n2)cc1 | -3% | 6% | -6% | 1% | 24% | 4%[59 µM] | -7% | 7% | -12%
O=C(O)/C=C/C(=O)Nc1ccc(OC(F)(F)F)cc1 | -13% | -18% | 5% | 0% | 74%[activator] | u | 1% | 2% | -13%
O=c1cc(CSc2nnc(-c3cccs3)n2Cc2ccccc2)nc2sc3ccccc3n12 | 45µM* | -35% | -1% | -1% | 22% | u | u | u | 13µM*
O=C1OCC2=C1C(c1ccc(Cl)cc1)CC(=O)N2c1ccc(F)cc1 (configuration not stated) | -3% | -6% | 0% | -5% | 20% | 5% | -2% | -5% | 154%[activator]
Cc1ccc(CN2CCC(CNC(=O)Nc3ccc(Cl)cc3)C2)cc1 (configuration not stated) | -18% | -30% | -9% | 5% | 7% | -28%[59 µM] | -6% | -5% | -7%
Cc1cc(OCC(=O)Nc2ccc(-c3nc4cc(Cl)ccc4o3)cc2)cc(C)c1Cl | -4% | -10% | -7% | -5% | 14% | -29%[59 µM] | -1% | 45%[activator] | -24%
CCOC(=O)CN1C(=O)N[C@@H](c2ccccc2)[C@H](C(C)=O)[C@H]1C | x | -21% | -9% | 0%[12.4 µM] | 31% | x | -2% | -9% | 4%
CC(=O)NCCOC(=O)c1nn(Cc2ccccc2)c(=O)c2ccccc12 | 1% | 12% | -7% | 0% | 23% | 19% | -6% | -2% | 37%[activator]
CC(=O)N1CCCc2cc(S(=O)(=O)N3CCN(c4ccccn4)CC3)ccc21 | -24% | 1% | 0% | 0% | 33% | -39%[12.7 µM] | -1% | -4% | -4%
Cc1nonc1NC(=O)CSc1cn[nH]n1 | -19% | -8% | 2% | -1% | 18% | 50µM* | 6% | -2% | 28%
O=C(c1ccc2nsnc2c1)N1CCN(c2ccc([N+](=O)[O-])cc2)CC1 | -27% | -11% | -2% | -6% | 21% | -44% | 11% | u | -4%

Quoted from the listing for reference:
SMILES | BAZ2B block | JMJD2A Tudor inh | Tb PGK inh | BLM helicase inh | HP1b chromo inh | G9a inh | GLS inhibitor | Pin1 inhibitor | Pol iota inh
Cc1ccc(CN2CCC(CNC(=O)Nc3ccc(Cl)cc3)C2)cc1 (configuration not stated) | -18% | -30% | -9% | 5% | 7% | -28%[59 µM] | -6% | -5% | -7%
Cc1cc(OCC(=O)Nc2ccc(-c3nc4cc(Cl)ccc4o3)cc2)cc(C)c1Cl | -4% | -10% | -7% | -5% | 14% | -29%[59 µM] | -1% | 45%[activator] | -24%
CCOC(=O)CN1C(=O)N[C@@H](c2ccccc2)[C@H](C(C)=O)[C@H]1C | x | -21% | -9% | 0%[12.4 µM] | 31% | x | -2% | -9% | 4%
CC(=O)NCCOC(=O)c1nn(Cc2ccccc2)c(=O)c2ccccc12 | 1% | 12% | -7% | 0% | 23% | 19% | -6% | -2% | 37%[activator]
CC(=O)N1CCCc2cc(S(=O)(=O)N3CCN(c4ccccn4)CC3)ccc21 | -24% | 1% | 0% | 0% | 33% | -39%[12.7 µM] | -1% | -4% | -4%
